# AT treatment – qHTS Assay for Identifying a Potential Treatment of Ataxia-Telangiectasia | […] A-T fibroblasts, KAP-1 phosphorylation AlphaLISA; neocarzinostatin DNA damage 30 min before lysis | Potency, µM (doses to about 57.5 µM), inactives show at the highest dose activation, most hits filed as activators | actives 0.19% (n = 320,000) | AID 485349, 2010; further: potency means the concentration at half of the fitted maximal effect; % of control where 0% means no effect; nearly all actives have a fitted effect of over 45% in size
#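 ATM-like activity read as KAP-1 phosphorylation via AlphaLISA donor/acceptor antibody pairs after lysis and 6 hr at 25C. Cells were ATM-null patient fibroblasts ([…], hTERT), dosed 60 min, then exposed to the DSB inducer NCS for 30 min.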
# KCNH2 3.1 inh – qHTS for Inhibitors of KCHN2 3.1: Mutant qHTS | U2OS KCNH2 3.1, thallium flux FluxOr; hits give low values | Potassium voltage-gated channel subfamily H member 2, brain isoform KCNH2 3.1 (human) | actives 0.95% (n = 340,000) | activity change, % (tested at about 1.8 µM);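 active means maximum activity change below -70%; inconclusive means maximum activity change from -70% to -50%; inactive means maximum activity change above -50%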;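 further: thallium influx rate constant from kinetic fluorescence after stimulation buffer; on the % scale 0 is the no-effect control and ±100 the full control effect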
#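 We transduce U2OS cells with the mutant 3.1 virus, culture them overnight, load FluxOr with Red40 quencher for 45 min, then add stimulation buffer and read kinetically for 2 min to derive a normalized rate constant.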
# GALK inh – qHTS Assay for Inhibitors of Human Galactokinase (GALK). Purified GALK, Kinase-Glo residual ATP luminescence. Potency, µM (highest dose often 57.5 µM), for inactives: at the highest dose activity change, negative = inhibition, actives largely listed as inhibitors. actives 0.007% (n = 270,000); further: potency means the concentration at half of the fitted maximal effect; on the % scale 0 is the no-effect control and ±100 the full control effect
#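 Quantitative HTS: GALK 5 nM, ATP 35 uM, galactose 100 uM, 1 h room temperature, then luciferase-based ATP detection.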
# KCNH2 WT inh – qHTS for Inhibitors of KCHN2 3.1: Wildtype qHTS; Voltage-gated inwardly rectifying potassium channel KCNH2 (Homo sapiens), Q12809; U2OS, BacMam KCNH2, thallium flux FluxOr; hits give low values; activity change, % at 1.84 µM; actives 0.37% (n = 340,000); AID 720551, 2013;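 active means maximum activity change below -70%; inconclusive means maximum activity change between -70% and -50%; inactive means maximum activity change above -50%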; further: on the % scale 0 is the no-effect control and ±100 the full control effect
#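 U2OS cells transduced with wild-type KCNH2 virus are loaded with FluxOr dye for 45 min, and thallium flux is measured in kinetic reads before and after stimulation buffer. Rate constants are normalized to DMSO controls.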
# ASM inhibitor – Inhibitors of Secretory Acid Sphingomyelinase (S-ASM): qHTS. placental ASM, HMU-PC fluorogenic substrate, 60 min. Sphingomyelin phosphodiesterase (Homo sapiens), P17405. actives 0.006% (n = 340,000). Potency, µM (series often up to 57.5 µM), for inactives: at the top dose activity change, negative = inhibition, actives largely listed as inhibitors. AID 504937, 2011; further: potency means the concentration at half of the fitted maximal effect
#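 HMU-PC0 cleavage (9 uM final) by human placental ASM, 60 min at 37 °C following 10 min compound exposure at RT; stopped at pH 10, fluorescence Ex 386/Em 447 nm.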
# a7 integrin act – qHTS for Activators of Integrin-Mediated Alleviation for Muscular Dystrophy; alpha7betagal myoblasts, beta-gal FDG fluorescence, 48 h; Potency, µM (series often up to 38.3 µM), for the others: at the highest dose activation, usual class: activators; actives 0.064% (n = 350,000);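 further: potency means the concentration at half of the fitted maximal effect; 100% = response of the positive control SU9516; nearly all actives have a fitted effect of over 60% in size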
#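 alpha7betagal+/- myoblasts (passage 13, 250/well) treated 48 h at 37C with compounds at 1:260 dilution of DMSO stock. Lysed, then beta-galactosidase activity read as FDG fluorescence (ex 480/em 540) after 30 min, with pre-read for autofluorescence.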
# TRPV1 ag – HTS Assay for Compounds that Act as Agonists of the Vanilloid Receptor 1. Transient receptor potential cation channel subfamily V member 1 (Homo sapiens), Q8NER1. TRPV1-expressing cells, Fluo-8 calcium influx, agonist mode. activation, % at 8.33 µM. actives 0.19% (n = 320,000). AID 540275, 2011; in the data active means activation above about 80%; inconclusive means between about 30% and that limit; further: 0% is about no effect
#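 TRPV1-expressing cells were cultured overnight at 35.5C and loaded with Fluo-8 calcium dye for 40 to 90 min at room temperature. After a 10 s baseline, compound was added and calcium influx was read kinetically for 3 min (ex 480/em 520 nm).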
# FBPA coupling cs – qHTS Assay for Inhibitors of Fructose-1,6-bisphosphate Aldolase from Giardia Lamblia: Coupling assay counterscreen. activity change, negative = inhibition, % at 58.2 µM, hits read low. actives 0.67% (n = 290,000). coupling enzyme system counterscreen, AmpLite Red fluorescence; in the data active means activity change below about -30%; further: on the % scale 0 is the no-effect control and ±100 the full control effect
#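 Activity here indicates interference with the coupling reaction, not aldolase inhibition. Compounds at 57.5 uM final met coupling enzymes for 10 min at RT; substrate and AmpLite Red detection followed, with a 525/598 nm fluorescence read after 20 min.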
# MBNL1-CUG inh – qHTS Assay for Inhibitors of MBNL1-poly(CUG) RNA binding; Potency, µM (titrated, usually from 57.5 µM), without a hit: at the top dose activity change, negative = inhibition, most hits filed as inhibitors; TR-FRET MBNL1-His/biotin-(CUG)12 binding, 665/545 ratio; actives 0.036% (n = 280,000); Muscleblind-like protein 1 (Homo sapiens), Q9NR56; active means well fitted inhibition curve with a large enough effect in the signal ratio, with a control signal flat, not every such curve was filed as active; inconclusive means small, poorly fitted or top-dose-only effect, or effect the other way, or a change in a side signal; inactive means no such curve, though single readings can be large or run the other way; the % refers to the signal ratio; further: potency means the concentration at half of the fitted maximal effect; on the % scale 0 is the no-effect control and ±100 the full control effect
#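 Inhibition of protein-RNA binding appears as loss of TR-FRET between terbium anti-His antibody on MBNL1-His and streptavidin-XL665 on biotin-(CUG)12. Activity is normalized to buffer-only and uninhibited-complex controls.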
# MLL CXXC-DNA inh – qHTS Fluorescence Polarization Assay for Inhibitors of MLL CXXC domain - DNA interaction; Histone-lysine N-methyltransferase 2A (Homo sapiens), Q03164; Potency, µM (highest dose often 115 µM), inactives show at the top dose activity change, negative = inhibition, usual class: inhibitors; MLL-CXXC / FITC-HOXA9 DNA fluorescence polarization; actives 0.037% (n = 290,000); active means well fitted inhibition curve with a large enough effect in the polarisation, with a control signal flat, not every such curve was filed as active; inconclusive means small, poorly fitted or top-dose-only effect, or effect the other way, or a change in a side signal; inactive means no such curve, though single readings can be large or run the other way; the % refers to the polarisation; further: potency means the concentration at half of the fitted maximal effect
#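 Fluorescence polarization: 7 uM MLL-CXXC (stock) preincubated 5 min with compounds, then 50 nM fluorescein-HOX-A9 DNA (stock) added; 30 min ambient. Buffer 50 mM Tris-HCl pH 7.5, 50 mM NaCl, 1 mM DTT, 0.05% BSA.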
# * marks the source's active call; other numbers are inactive results; ? = inconclusive; . = not tested or not shown; [ ] = dose if it differs, or a comment. Unless noted, the call rests on the fitted dose curve; in most records, active means well fitted curve in the direction sought with a large enough effect; inconclusive means small, poorly fitted or top-dose-only effect, or another doubt; inactive means no such curve, though single readings can be large; an effect the other way counts as inactive or inconclusive.
SMILES,AT treatment,KCNH2 3.1 inh,GALK inh,KCNH2 WT inh,ASM inhibitor,a7 integrin act,TRPV1 ag,FBPA coupling cs,MBNL1-CUG inh,MLL CXXC-DNA inh
CCOC(=O)c1cc(-c2ccc([N+](=O)[O-])cc2)nc2c1c(=O)[nH]c(=O)n2Cc1ccccc1,2%,-17,2%,-7,-1%,-24%,0,2,11%,-3%
Cc1ccc(C(=O)N2CCc3ccccc32)cc1[N+](=O)[O-],3%,11,.,30,-3%,-19%,-3,-2,1%,-3%
CN(C(=O)CCNC(=O)Cn1ccc2ccccc2c1=O)c1ccc(Br)cc1,-6%,9,1%,3,1%,0%,-4,7,-3%,-1%
O=C(CSc1ccc(Cl)cc1)NC1CCCc2ccccc21 (stereo not given),7%,-25,-2%,-7,0%,?,2,0,4%,-5%
O=C(c1ccco1)N1CCN(Cc2ccc(Br)cc2)CC1,3%,3,-2%,13,3%,20%,8,0,-5%,22%
O=S(=O)(c1cccc(F)c1)N1CCC(CO)(Cc2cccc(F)c2)CC1,0%,4,-2%,5,-2%,11%,26,1,-12%,-1%
CC(=O)NC(C(=O)NCC(N)=O)C(C)C (stereo not given),3%,-5,-2%,-9,5%,4%,2,0,6%,5%
CC(=O)N1CC[n+]2c(-c3ccc(Cl)cc3Cl)csc21,-4%,-4,.,0,3%,-15%,3,-2,14%[11.5 µM],9%
CCCc1cc(=O)[nH]c(SCc2cc(Cl)ccc2OC(F)F)n1,1%,5,.,-8,-5%,-1%,-1,-1,-12%,-16%
CCc1cccc(C)c1NC(=O)CN(C)S(=O)(=O)c1ccc(-c2ccc(=O)[nH]n2)s1,3%,-3,3%,-1,1%,2%,8,3,?,6%
COc1ccc(-c2nc(N)sc2C2(O)C(=O)Nc3c(Br)cc(F)cc32)cc1OC (stereo not given),2%,4,2%,10,0%,?,0,-15,2%,3%
CCOC(=O)NNC(=O)c1ccc(Cl)cc1,1%,-26,-1%,-8,3%,22%,6,4,-1%,7%
Oc1cc(O)c(CN2CCOCC2)cc1CN1CCOCC1,.,-2,.,-9,2%,-14%,.,.,.,.
Cc1cc(C)c(C)c(S(=O)(=O)Nc2ccc3cn[nH]c3c2)c1C,5%,0,.,2,2%,0%,-5,.,.,.
Cc1ccc(-c2nc3ncccc3o2)cc1NC(=O)c1ccc2c(c1)OCO2,.,-14,.,1,-1%,-14%,.,.,.,.
O=C1/C(=C\c2cccs2)N=C(c2cccs2)N1Nc1ccccc1,-9%,-13,-1%,-2,?,-4%,1,3,19%,?
O=C(NCc1ccco1)C(c1ccccc1F)N(CC1CCCO1)C(=O)Cn1nnc2ccccc21 (stereo not given),-1%,0,4%,-1,2%,-8%,1,2,-7%,-1%
CNC1(c2nnnn2-c2c(C)cccc2C)CCOC(C)(C)C1 (stereo not given),-31%,7,-2%,0,5%,11%,1,1,-8%,-7%
Cc1ccc(/C(N)=N/OC(=O)/C=C/c2ccccc2)cc1,18%,.,-2%,-1,5%,2%,-1,-1,7%,-30%
O=C1C(=O)N2C(=C1C(=O)N1CCCCCC1)c1ccccc1CC21CCCC1,-6%,-1,-1%,1,1%,-16%,18,-18,4%,9%
Cc1cc(C(C)(C)C)oc1C(=O)NCCCNC(=O)c1oc(C(C)(C)C)cc1C,0%,13,0%,6,-2%,-26%,28,3,-1%,-9%
O=C(Nc1cc(=O)[nH]c2ncnn12)c1ccco1,21%,6,-2%,-9,0%,?,2,3,-3%,19%
Cc1ccccc1Cn1c2ccccc2c2cnn(CC(=O)NCCCN3CCOCC3)c(=O)c21,2%,20,-5%,3,-2%,0%,2,0,-3%,24%
Cc1ccc(NC(=O)c2ccc(C(C)(C)C)cc2)cc1-n1cnnn1,-2%,15,1%,-11,-8%,16%,-1,2,?,-10%
CCOc1ccc(C(=O)Nc2cccc(C(=O)O)c2C)cc1Cl,-5%,-43,2%,-1,3%,18%,0,-14,-26%,14%
COC(=O)c1cn(NC(=O)C2CCC(C)CC2)c(=O)c2ccccc12 (stereo not given),1%,-5,0%,1,-3%,9%,.,0,5%,-6%
O=[N+]([O-])c1ccc(NN=Cc2cc(Br)ccc2O)nc1,.,-10,.,0,-3%,0%,.,.,.,.
Cc1ccc(N(c2ncnc(N)c2[N+](=O)[O-])C2CCCCC2)cc1,1%,-86*,-2%,14,-4%,19%,?,4,-6%,-5%
COc1ccccc1N1CCN(CC(O)COc2ccc3c(c2)OCO3)CC1 (stereo not given),0%,-17,9%,0,1%,-4%,5,-1,.,3%
Cc1ccc(S(=O)(=O)N(C)c2ccc(C)c([N+](=O)[O-])c2)cc1,6%,-5,-1%,-3,1%,4%,-6,-9,12%,7%

# A few values from the list.
# a7 integrin act with CNC1(c2nnnn2-c2c(C)cccc2C)CCOC(C)(C)C1 (stereo not given) stands at 11%
# MBNL1-CUG inh with COC(=O)c1cn(NC(=O)C2CCC(C)CC2)c(=O)c2ccccc12 (stereo not given) stands at 5%

# Later entries
SMILES,AT treatment,KCNH2 3.1 inh,GALK inh,KCNH2 WT inh,ASM inhibitor,a7 integrin act,TRPV1 ag,FBPA coupling cs,MBNL1-CUG inh,MLL CXXC-DNA inh
COc1ccc(S(=O)(=O)NCC2CCCN(C(=O)CCSC)C2)cc1 (stereo not given),11%,-13,5%,3,0%,11%,3,0,-5%,0%
Cc1cc2oc(C(=O)Nc3ccc(S(=O)(=O)Nc4nccs4)cc3)cc(=O)c2cc1Cl,-1%,-27,-2%,0,-1%,-5%,-3,5,7%,-3%
CCOC(=O)CSc1nnc(NC(=O)NC(C)C)s1,-10%,1,16%,2,2%,39%,-1,0,-8%,-1%
O=[N+]([O-])c1cccc(N=Cc2sc3ccccc3c2O)c1,0%,.,0%,.,.,.,-4,0,7%,-1%
CC(C)(C)c1cc(C2COC(=O)COCCOCC(=O)OCCOCCO2)cc(C(C)(C)C)c1O (stereo not given),.,-3,.,11,1%,12%,.,.,.,.
COCCn1c(COc2cccc(OC)c2)nnc1SCC(=O)N1CCOCC1,0%,4,0%,-33,1%,0%,1,4,-8%,-4%
CCc1ccc(CN2CCC(CO)(CC3CCCCO3)CC2)o1 (stereo not given),5%,13,-1%,5,3%,-19%,3,3,-9%,4%
CCOC(=O)N1CCN(CCC(=O)c2ccc(OC)cc2)CC1,-2%,-3,0%,0,2%,-40%,3,-1,-19%,50%[activator]
CCCn1c(CCNc2nc(-c3ccc(Cl)c([N+](=O)[O-])c3)cs2)nc2cc(Cl)c(Cl)cc21,-10%,-10,.,-4,-3%,9%,-1,0,1%,-6%
COc1ccc(/C=N/NC(=O)c2ccc(Cl)cc2Cl)cc1COC(C)=O,0%,-6,.,-1,-9%,-5%,-1,5,-2%[11.5 µM],2%
O=C(Nc1cccc(O)c1)c1cccc(C(=O)Nc2cccc(O)c2)c1,-4%,-19,0%,4,-8%,-21%,0,0,-5%,-5%
CN(C)S(=O)(=O)c1ccc(N2CCOCC2)c(C(=O)NCc2ccc3c(c2)OCO3)c1,3%,-19,.,7,-1%,?,1,.,.,.
COc1ccc(OC)c(NC(=O)CN2C(=O)CSc3ccc(S(=O)(=O)N4CCCC4)cc32)c1,-6%,-10,-1%,12,0%,?,?,0,-7%,5%
Cn1c(=O)c2c(nc(N/N=C/c3cccs3)n2Cc2ccccc2)n(C)c1=O,6%,-1,-5%,-8,-1%,2%,3,-11,?,30%[activator]
CCc1nn2c(N3CCOCC3)cc(C)nc2c1-c1ccccc1,0%,8,-1%,-7,3%,0%,-2,0,4%,1%
CC(C)CC1NC(=O)N(CC(=O)NC2CCCc3ccccc32)C1=O (stereo not given),2%,6,-2%,10,3%,?,1,4,-5%,5%
CC(=O)c1c(C)[nH]c(C(=O)COc2cc(C)ccc2C(C)C)c1C,.,-10,1%,5,-7%,-39%,5,1,-1%,-5%
COc1ccccc1NC(=O)CSCc1nc2ccccc2[nH]1,1%,9,-2%,-13,4%,6%,6,-1,?,-3%
Cc1ccc(NC(=O)c2cc3c(=O)oc4ccccc4c3s2)nc1,6%,10,-2%,3,-5%,-7%,-4,4,4%,11%
CC(OC(=O)C(C)Oc1ccccc1)C(=O)Nc1ccc(S(=O)(=O)N2CCCCC2)cc1 (stereo not given),6%,12,.,-9,-4%,4%,5,.,.,.
